# SKN-1 block – inhibitors of C. elegans SKN-1; inhibition, % at 21.8 µM; AID 624304; 360,000 compounds, 0.49% hits; C. elegans VP596 Pgst-4::GFP/RFP ratio, acrylamide-induced, 24 h;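 active = interference check ratio from 0.5 to 1.5 plus GFP to RFP signal ratio inhibition reaching or exceeding a fixed threshold, cut at about 30% in these data, passing the limit was not always enough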; also: some compounds called inactive have numbers as strong as hits
# CendR NRP1 mod – modulators of CendR peptide binding to human neuropilin-1 | FAM-RPARPAR peptide binding to NRP-1, fluorescence polarization | AID 602438 | 360,000 compounds, 0.85% hits | inhibition, % at 25 µM | O14786;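 active = inhibition or corrected inhibition above about 18%, plus a signal ratio from 0.5 to 1.5, limit read from the data, passing the limit was not always enough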; also: strong numbers were not always called active
# MT1-MMP act inh – blocks activation of human MT1-MMP. P50281. HT1080 RFP-PRO-GFP cells, GFP/RFP ratio fluorescence, overnight; percent of plate control window, DMSO zero. GFP/RFP ratio change, % at 20 µM. 360,000 compounds, 0.061% hits;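 active = GFP/RFP ratio change of at least 30% with cell ATP level not reduced by more than half and red fluorescence within 50% of control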; also: strong numbers were not always called active
#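 Material – HT1080 RFP-PRO-GFP cells · Control set – DMSO wells and RFP-L50D-GFP cells · Incubation – overnight cell settling, then overnight compound exposure, 37 °C, 5% CO2 · Compound dosing – single-point 20 µM compound, 1% DMSO · Read-out – GFP/RFP fluorescence ratio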
# FAS-TE inh – blocks the thioesterase domain of human fatty acid synthase. recombinant FAS-TE, OMFH fluorogenic substrate, fluorescence endpoint. inhibition, % at 15 µM. 360,000 compounds, 0.67% hits;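 active = compounds whose normalised, plate-corrected inhibition of enzyme fluorescence in the single-dose primary screen is 50% or more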;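 also: 0% = DMSO with enzyme and 100% = substrate without enzyme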
# E coli Lon inh – E. coli protease La inhibition; P0A9M0; purified E. coli Lon protease, fluorescence polarization; inhibition, % at 7.94 µM; 360,000 compounds, 0.42% hits; in the data active = inhibition above about 13%, passing the limit was not always enough;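 also: 0% = enzyme with probe and DMSO and 100% = no enzyme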
# Target sequence (P0A9M0 whole entry, looked up): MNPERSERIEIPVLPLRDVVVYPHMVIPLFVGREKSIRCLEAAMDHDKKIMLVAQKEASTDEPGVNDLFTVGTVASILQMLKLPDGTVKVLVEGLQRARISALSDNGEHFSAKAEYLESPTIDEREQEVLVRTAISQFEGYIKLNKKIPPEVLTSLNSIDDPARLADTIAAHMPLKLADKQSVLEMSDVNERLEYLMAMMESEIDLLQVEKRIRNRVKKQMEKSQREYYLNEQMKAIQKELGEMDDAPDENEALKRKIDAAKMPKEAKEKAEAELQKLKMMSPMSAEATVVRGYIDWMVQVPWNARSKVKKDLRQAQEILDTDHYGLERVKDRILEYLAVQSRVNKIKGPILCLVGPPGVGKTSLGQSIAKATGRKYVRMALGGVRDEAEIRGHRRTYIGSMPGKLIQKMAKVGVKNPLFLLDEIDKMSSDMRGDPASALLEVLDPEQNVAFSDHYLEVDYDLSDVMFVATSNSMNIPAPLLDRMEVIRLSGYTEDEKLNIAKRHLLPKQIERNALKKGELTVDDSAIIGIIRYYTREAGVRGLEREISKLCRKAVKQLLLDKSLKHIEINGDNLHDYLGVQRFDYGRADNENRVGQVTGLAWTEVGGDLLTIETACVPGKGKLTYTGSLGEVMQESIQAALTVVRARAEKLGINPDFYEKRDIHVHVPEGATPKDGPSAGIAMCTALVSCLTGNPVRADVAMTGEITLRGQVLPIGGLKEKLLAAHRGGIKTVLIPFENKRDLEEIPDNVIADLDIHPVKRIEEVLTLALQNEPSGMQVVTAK
# MsrA act – bovine methionine sulfoxide reductase A activation. purified bovine MsrA, absorbance read-out. AID 602163. activation, % at 10.6 µM. 360,000 compounds, 0.3% hits; in the data active = activation above about 7.5%;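 also: 0% = vehicle and 100% = reference activator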
# MsrA inhibitor – inhibits bovine methionine sulfoxide reductase A; inhibition, % at 15.5 µM; purified bovine MsrA, absorbance read-out; AID 651718; 360,000 compounds, 0.75% hits; in the data active = inhibition above about 4.5%;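 also: 0% = vehicle wells with enzyme and 100% = reference inhibitor wells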
# TbMetRS inhib – Trypanosoma brucei MetRS inhibition; purified T. brucei MetRS, ATP depletion, Kinase-Glo luminescence; inhibition, % at 11.9 µM; 360,000 compounds, 0.4% hits; AID 624268;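 active = inhibition above a per-plate cutoff of the control wells' mean inhibition plus 3 SD, cut at about 5.5% in these data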;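 also: 0% = DMSO wells median and 100% = median of wells with control inhibitor compound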
#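 technique = Kinase-Glo luminescence, ATP depletion format | system = purified MetRS (methionyl-tRNA synthetase) enzyme from Trypanosoma brucei | timing = 15 min preincubation, 2 h reaction, all 25 °C | evaluation = percent inhibition versus plate control medians | dosing = single dose, 11.9 µM final nominal, 0.9% final DMSO | also added = substrates ATP, L-methionine and bulk Escherichia coli tRNA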
# MLLE-PAM2 inh – inhibitors of microRNA-mediated deadenylation, human PABP1 MLLE binding; 360,000 compounds, 0.36% hits; P11940; GST-MLLE / FITC-PAM2 fluorescence polarization; AID 588489; inhibition, % at 20 µM; in the data active = inhibition above about 35%, passing the limit was not always enough;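 also: plate controls were DMSO wells with GST-MLLE for no effect and wells lacking GST-MLLE protein for full effect; some results filed as inactive read as strong as hits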
# An asterisk follows results filed as active; nt = no result given.
SMILES,SKN-1 block,CendR NRP1 mod,MT1-MMP act inh,FAS-TE inh,E coli Lon inh,MsrA act,MsrA inhibitor,TbMetRS inhib,MLLE-PAM2 inh
COc1cccc(C2CC(=O)N3CN(c4ccccc4F)CSC3=C2C#N)c1 (centres undefined),4.3,8.6,3.6,6.1,-3.4,-2.8,1.5,0.2,-4.8
O=[N+]([O-])c1cccc(C(=S)N2CCN(c3ccccc3F)CC2)c1,19.8,23.3,2.5,29.4,0.3,-10.5,0.5,-1.2,46.4*
O=C(NCc1ccccc1)c1ccc(N2C(=O)C3CCCCC3C2=O)cc1 (centres undefined),-8.5,-1.2,1.6,-9.4,7.7,-8.0,-1.2,-0.8,-13.7
Cn1c(=O)[nH]c(=O)c2c1nc(Br)n2CCOc1ccccc1,-6.8,10.7,2.1,0.3,-4.6,-9.3,-1.0,-1.1,1.0
O[C@H]1CN(Cc2cccs2)[C@@H](c2ccc(Cl)cc2)C[C@@H]1n1cc(C2CC2)nn1,5.9,-15.7,4.8,-2.9,-10.7,-2.2,0.6,-1.4,8.0
COc1ccc(CNC(=O)[C@H](C)NC(=O)N2CCn3c2nc2ccccc23)cc1,1.2,13.7,8.3,-5.1,1.5,-3.4,0.8,0.1,-15.4
O=C(C[C@H]1C/C=C\CC[C@H](Cc2ccc(F)cc2)C(=O)O[C@@H](c2ccccc2)CNC1=O)N[C@H](CO)Cc1ccccc1,-13.8,7.0,2.0,8.4,-5.1,-5.2,-0.1,0.2,-7.8
CCOC(=O)CSCc1csc(CC(=O)Nc2ccccc2C)n1,9.6,4.9,-21.3,-2.7,-14.9,-0.5,-0.1,0.3,8.0
C[C@@H](N)C(=O)NC[C@H]1O[C@@H](n2cnc3c(N)ncnc32)[C@H](O)[C@@H]1O,-1.0,3.1,1.6,-14.5,0.5,-2.5,nt,-1.2,-5.0
COC(=O)c1c(-c2cccs2)csc1NC(=O)CN1CCOCC1,13.1,13.1,-3.3,4.3,0.7,-2.2,0.1,-0.6,0.1
CC(=O)N(CCC(Cc1ccccc1)c1ccc2c(c1)OCO2)Cc1ccccc1F (centres undefined),10.8,3.3,-2.8,7.0,-6.5,-1.9,0.1,-0.9,12.8
COC(=O)C1=NNC2(c3ccc(Cl)cc3)C(=O)N(c3ccc(Cl)cc3)C(=O)C12 (centres undefined),5.8,-2.3,2.8,11.4,3.5,-6.7,0.4,-1.4,7.3
CSc1nc2nc3c(c(=O)n2[nH]1)CN(Cc1ccccc1)CC3,-12.1,3.5,3.7,-4.2,-2.5,-13.2,1.7,-0.4,3.5
O=C(Nc1ccccc1)c1ccc(NCc2cccnc2)c(S(=O)(=O)N2CCOCC2)c1,6.2,-2.4,-2.5,2.9,-2.4,-3.8,0.7,0.1,-1.5
C=CCNC(=O)COc1ccc(S(=O)(=O)Nc2ccc(OCC)cc2)cc1,3.6,-11.8,-1.7,-0.3,-0.8,-3.4,1.9,1.3,-4.0
N#CCCn1cc(/C=N/NC(=O)c2ccncc2)c(-c2ccc(F)cc2)n1,-5.0,4.3,-0.5,-5.9,-8.1,-1.8,0.9,0.6,5.5
CC(C)Oc1ccc(CN2CCC(n3nccc3NC(=O)c3cccnc3)CC2)cc1,-1.1,0.6,5.7,-3.5,-6.8,0.2,1.0,-0.1,15.3
C[C@@H]1CN(Cc2nc(-c3ccc(Cl)cc3)no2)C[C@H](C)O1,-8.6,-7.7,3.3,-10.1,1.4,-12.8,0.0,-1.1,-2.5
O=C(CN1CCOCC1)Nc1nc(-c2ccccc2)cs1,15.9,-0.4,-4.1,-5.2,1.1,0.2,-0.2,6.7*,-4.3
O=C(O)c1cc(O)c2c(c1)[C@@H]([C@H]1c3cc(C(=O)O)cc(O)c3C(=O)c3c(O[C@@H]4O[C@H](CO)[C@@H](O)[C@H](O)[C@H]4O)cccc31)c1cccc(OC3O[C@H](CO)[C@@H](O)[C@H](O)[C@H]3O)c1C2=O (some centres undefined),-3.2,9.4,5.3,-0.4,-7.9,-3.6,0.3,1.2,29.5

# Some values from the results shown.
# SKN-1 block, COc1ccc(CNC(=O)[C@H](C)NC(=O)N2CCn3c2nc2ccccc23)cc1 reads 1.2
# MLLE-PAM2 inh, O=C(NCc1ccccc1)c1ccc(N2C(=O)C3CCCCC3C2=O)cc1 (centres undefined) reads -13.7
# SKN-1 block, CC(=O)N(CCC(Cc1ccccc1)c1ccc2c(c1)OCO2)Cc1ccccc1F (centres undefined) reads 10.8

# New compounds follow
SMILES,SKN-1 block,CendR NRP1 mod,MT1-MMP act inh,FAS-TE inh,E coli Lon inh,MsrA act,MsrA inhibitor,TbMetRS inhib,MLLE-PAM2 inh
Cc1ccc(NC(=O)CCC(C(=O)O)N2C(=O)c3ccccc3C2=O)cc1 (centres undefined),0.4,-3.8,4.3,-1.4,4.8,-0.8,1.5,-1.3,7.1
Cc1cccc(N(C(=O)c2snc(C(N)=O)c2N)C(C(=O)NC2CCCC2)c2ccncc2)c1 (centres undefined),8.5,7.7,-0.9,-11.2,-6.2,-5.2,-0.3,-0.3,10.6
CCc1ccc(N2CN=c3s/c(=C\c4ccccc4)c(=O)n3C2)cc1,-4.5,16.0,4.2,25.7,6.4,-8.3,3.3,-0.7,-4.2
CC(OC(=O)c1n[nH]c2ccccc12)C(=O)Nc1ccccc1[N+](=O)[O-] (centres undefined),-2.3,-8.9,0.9,-9.4,-14.5,-7.3,-1.2,-0.5,-0.8
CC(OC(=O)c1cccc(NS(C)(=O)=O)c1)C(=O)Nc1ccc2c(c1)OCO2 (centres undefined),-6.9,3.5,-4.3,-7.8,0.3,3.5,0.2,-0.4,-4.8
COc1ccc([N+](=O)[O-])cc1NC(=O)CCC(=O)c1cccs1,0.4,2.3,-0.7,65.0*,5.7,-9.9,0.5,-1.2,-1.6
COc1ccc(C(=O)C2CCCN(Cc3c(O)cccc3OC)C2)cc1OC (centres undefined),-4.1,-4.1,-5.0,-8.0,-1.6,-1.2,-0.8,-0.9,5.5
CSCCC(NC(=O)c1ccccc1)C(=O)OCC(=O)c1ccc[nH]1 (centres undefined),2.8,-2.2,-0.5,-6.6,-3.5,-7.5,1.1,-0.4,-4.9
CCc1nc2ccc(C(=O)Nc3ccc(OC)c(OC)c3)cn2c1N(C)Cc1nccs1,3.3,2.7,0.6,-2.0,-1.3,-1.8,0.2,-0.3,5.7
CC(OC(=O)CC1CC2CCC1C2)C(=O)Nc1ccc(C(N)=O)cc1 (centres undefined),-14.0,14.0,7.3,-2.2,5.2,-5.8,-0.1,0.2,-23.9
O=C(NC(=S)Nc1cccc([N+](=O)[O-])c1)c1ccco1,1.1,-2.1,0.8,-7.9,9.3,4.1,-0.2,-0.2,21.6
Cc1ccc2c(CC(=O)Nc3ccc(N4CCN(C)CC4)cc3C)coc2c1,-2.4,-0.6,-5.0,-4.4,-2.5,4.7,0.6,0.5,-10.4
CC(C)CCN(C(=O)C1=COCCO1)c1c(N)n(Cc2ccccc2)c(=O)[nH]c1=O,-2.0,-6.3,1.4,-6.8,3.9,-7.2,2.4,-0.7,27.0
CC(=O)c1ccc(NC(=O)CNCc2cccs2)cc1,16.9,4.8,-0.3,-2.0,-6.2,-1.4,-0.3,-0.9,-12.8
COc1ccc(NC(=O)C2CCCCN2S(=O)(=O)c2ccc(F)cc2)cc1 (centres undefined),-5.8,-18.8,2.1,0.8,-2.4,-11.1,-1.0,-0.8,-9.2
Cc1ccc(NS(=O)(=O)c2ccc(-n3cccn3)cc2)c(Br)c1,20.3,-5.4,-2.2,1.4,8.4,-6.7,0.7,-0.3,14.1
CC(C)n1cc(/C=C2/SC(=O)N(CC(=O)N3CCCC3)C2=O)c2ccccc21,13.0,0.9,0.9,1.2,10.8,-0.9,-0.4,-0.1,3.5
O=C(c1cccs1)N(c1ccc(Br)cc1)C1C=CS(=O)(=O)C1 (centres undefined),-0.6,4.6,-6.3,-10.3,-0.4,-12.9,1.6,-1.3,3.5
COc1cc(OC)c(N(C)C(=O)c2cn(C)c(=O)c3cc(OC)c(OC)cc23)cc1Cl,-1.5,2.9,6.6,-3.3,-7.0,-5.1,0.2,-0.5,2.7
COc1ccc(NC(=O)c2cc3c(CO)cnc(C)c3oc2=Nc2cc(OC)cc(OC)c2)cc1,10.3,-3.9,-3.6,-0.8,-7.8,-1.9,0.4,-0.8,-5.8
CCOC(=O)c1nnsc1-c1ccc(-c2snnc2C(=O)OCC)cc1,-9.7,8.7,3.2,1.4,-1.1,-1.0,-0.2,-0.4,2.6
COc1ccc(NC(=O)CN(C)S(=O)(=O)c2ccc(Br)s2)cc1OC,-5.7,4.0,-2.8,0.5,-2.5,-5.5,-0.3,-0.5,-12.8
O=C1c2ccccc2N2C(=O)c3ccccc3C2N1Cc1ccco1 (centres undefined),9.6,-6.6,-2.6,6.8,-3.4,-2.7,nt,0.1,7.2
O=C1C(Cc2ccccc2)Nc2ncnc(N3CCN(c4ccccc4)CC3)c2N1Cc1ccc(Cl)cc1 (centres undefined),-1.9,-6.6,-20.3,83.6*,-19.4,-9.7,0.9,-0.2,-17.0
COc1cc(/C=C(\C#N)c2nc3ccccc3[nH]2)ccc1Oc1ccc([N+](=O)[O-])cn1,6.9,-31.6,-52.2,26.2,-26.8,-3.4,0.5,21.1*,-35.0
Cn1nnnc1SCC(=O)N(C1CCCCC1)C1CCS(=O)(=O)C1 (centres undefined),1.5,0.4,-0.7,1.3,-8.0,-3.0,0.6,-0.7,-11.3
COCCSc1ccccc1C(=O)Nc1ccc(Cl)cc1,3.4,8.2,1.0,1.1,-2.9,-3.5,0.7,-0.2,2.6
COC(=O)c1c(NC(=S)NNC(=O)c2ccc(Cl)s2)sc(C(=O)N(C)C)c1C,-5.0,-2.9,5.0,-2.5,5.3,0.9,0.0,0.1,38.4
CCCCSc1nnc2nc(C)cc(C)n12,6.7,-6.9,-3.7,-5.8,-0.8,-11.6,-0.4,-1.6,-0.3
COc1ccc2[nH]cc(CCNC(=O)Cn3cc(C)c(=O)[nH]c3=O)c2c1,-5.3,1.5,4.2,-10.9,-8.4,-2.7,-0.5,-0.2,10.7
CC(C)NC(=O)C1(C)CCN1C(=O)c1ccc(F)c(Cl)c1 (centres undefined),29.0,11.4,-3.8,-3.7,9.5,-1.3,0.0,-0.2,-1.6
COc1ccc(N2CCN(CCNC(=O)Nc3cc(Cl)ccc3Cl)CC2)cc1,6.4,15.7,-9.6,-0.9,7.2,-1.6,0.0,-0.5,-4.9

# Reformatted field by field: entries from further up
> CSCCC(NC(=O)c1ccccc1)C(=O)OCC(=O)c1ccc[nH]1 (centres undefined)
  SKN-1 block = 2.8
  CendR NRP1 mod = -2.2
  MT1-MMP act inh = -0.5
  FAS-TE inh = -6.6
  E coli Lon inh = -3.5
  MsrA act = -7.5
  MsrA inhibitor = 1.1
  TbMetRS inhib = -0.4
  MLLE-PAM2 inh = -4.9

> COC(=O)C1=NNC2(c3ccc(Cl)cc3)C(=O)N(c3ccc(Cl)cc3)C(=O)C12 (centres undefined)
  SKN-1 block = 5.8
  CendR NRP1 mod = -2.3
  MT1-MMP act inh = 2.8
  FAS-TE inh = 11.4
  E coli Lon inh = 3.5
  MsrA act = -6.7
  MsrA inhibitor = 0.4
  TbMetRS inhib = -1.4
  MLLE-PAM2 inh = 7.3

# High-throughput results from PubChem BioAssay.
